High-throughput results: PubChem, several laboratories
ASAP1 inh: ASAP1 ArfGAP inhibition | inhibition, % at 16.5 µM | Q9ULH1 | 360,000 compounds, 0.19% hits | ASAP1-stimulated ARF1 GTP hydrolysis, GDP FP detection | AID 624377; in the data active = inhibition above about 25%;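 also: 0% = vehicle with enzyme and substrate and 100% = no enzyme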
Target sequence (Q9ULH1 325-724 limits assumed): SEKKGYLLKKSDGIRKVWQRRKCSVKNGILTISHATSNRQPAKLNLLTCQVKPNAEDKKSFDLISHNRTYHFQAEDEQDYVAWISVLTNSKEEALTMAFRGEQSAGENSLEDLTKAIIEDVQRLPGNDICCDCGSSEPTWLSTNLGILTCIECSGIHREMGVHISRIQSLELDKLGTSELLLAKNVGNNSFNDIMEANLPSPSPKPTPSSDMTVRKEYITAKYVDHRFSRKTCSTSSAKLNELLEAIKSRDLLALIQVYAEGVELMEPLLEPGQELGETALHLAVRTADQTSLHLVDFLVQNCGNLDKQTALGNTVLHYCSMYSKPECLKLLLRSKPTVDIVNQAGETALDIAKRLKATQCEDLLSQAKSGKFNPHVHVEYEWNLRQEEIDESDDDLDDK
KLK7 zymogen act: proKLK7 (human) activation, primary screen | purified proKLK7, EDANS-DABCYL substrate fluorescence; 100% is mature enzyme control, 0% vehicle | activation, % at 7 µM | AID 652039 | 370,000 compounds, 0.9% hits;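 active = activation above the mean of all tested compounds plus 3 SD, computed per campaign excluding outliers beyond control limits, cut at about 13% in these data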
PLC-beta3 inh: blocks human PLC-beta3 enzyme activity; Purified PLC-beta3, fluorogenic substrate, fluorescence; inhibition, % at 12.2 µM; Q01970; 370,000 compounds, 0.18% hits; in the data active = inhibition above about 11%;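 also: 0% = median of compound wells on plate and 100% = full blocker control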
PLC-gamma1 inh: inhibitors of human phospholipase C gamma1. P19174. purified PLC-gamma1, fluorogenic substrate, fluorescence. inhibition, % at 12.2 µM. 370,000 compounds, 0.84% hits. AID 720700; in the data active = inhibition above about 9.5%
Rev-erbA mod: Rev-erb alpha (human) modulation. Rev-erbα–FITC-DNA binding, fluorescence polarization, 90 min. 370,000 compounds, 0.79% hits. P20393. activity, % at 10 µM;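 active = activity above about 14%, limit read from the data; passing the limit was not always enough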;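 also: 0% = DMSO wells with 35 nM protein and 100% = DMSO wells with 750 nM protein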
Target sequence (P20393 whole entry, looked up): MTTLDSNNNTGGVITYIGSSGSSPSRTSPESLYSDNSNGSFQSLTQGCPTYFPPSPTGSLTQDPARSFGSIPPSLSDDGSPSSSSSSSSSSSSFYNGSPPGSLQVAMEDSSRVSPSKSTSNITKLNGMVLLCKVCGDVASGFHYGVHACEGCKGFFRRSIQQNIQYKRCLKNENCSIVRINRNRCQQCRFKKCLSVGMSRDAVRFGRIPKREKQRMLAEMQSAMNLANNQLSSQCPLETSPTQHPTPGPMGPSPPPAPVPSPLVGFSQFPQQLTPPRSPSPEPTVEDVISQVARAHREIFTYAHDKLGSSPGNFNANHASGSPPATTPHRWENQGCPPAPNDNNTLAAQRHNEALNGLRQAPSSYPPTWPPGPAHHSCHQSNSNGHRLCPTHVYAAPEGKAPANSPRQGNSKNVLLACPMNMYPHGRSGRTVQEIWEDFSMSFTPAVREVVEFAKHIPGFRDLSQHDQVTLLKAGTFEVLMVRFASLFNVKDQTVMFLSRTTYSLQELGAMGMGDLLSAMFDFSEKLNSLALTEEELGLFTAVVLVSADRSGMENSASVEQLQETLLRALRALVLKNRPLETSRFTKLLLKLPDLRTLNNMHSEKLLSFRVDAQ
ARFGAP1 inhibitor: inhibits rat ARF GTPase activating protein 1. Q62848. Arfgap1-stimulated ARF1 GTP hydrolysis, GDP FP detection. inhibition, % at 16.5 µM. 360,000 compounds, 0.26% hits;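 active = inhibition above a per-plate limit, mean inhibition of low control wells plus 3 SD, cut at about 25% in these data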;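 also: 0% = DMSO wells with enzyme and 100% = wells lacking Arfgap1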
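Assay system: purified rat His6-Arfgap1 residues 1-136 (GAP domain); Reagent: human Δ17 ARF1 bound to GTP; Dosing: 16.5 µM single point, 1.26% DMSO; Times: GTP hydrolysis reaction 2 h at 25 °C; Signal: FP, GDP Alexa 633 tracer displaced from anti-GDP antibody, 620/688 nm; Measure: % inhibition from polarization.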
Tn6 DDE FP: inhibitors of Tn6 peptide binding to human fibrin DD(E); P02675; Fibrin DD(E) TRITC-Tn6 fluorescence polarization displacement; inhibition, % at 8.3 µM; 370,000 compounds, 0.21% hits; AID 720509;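 active = inhibition above a per-campaign cutoff: mean of compounds within control limits plus 3 SD, cut at about 15% in these data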;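 also: 0% = median of all compound wells on the plate and 100% = blocking peptide control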
sPLA2-III inh: Inhibits HGIII-sPLA2 liposome hydrolysis, primary screen. Q9NZ20. 370,000 compounds, 0.56% hits. inhibition, % at 12.2 µM. QFRET BODIPY PC-A2 liposome hydrolysis, fluorescence;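 active = inhibition above mean plus 3 SD of compounds lying within the high and low control bounds, cut at about 19% in these data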;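 also: 0% = median of test compound wells and 100% = no enzyme DMSO wells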
DDE Tn7 FP inh: DD(E)-Tn7 binding inhibition, primary FP screen | P02675 | FP displacement of FITC-Tn7 peptide from fibrin DD(E); 0% = median of compound wells per plate | inhibition, % at 8.3 µM | 370,000 compounds, 0.13% hits | AID 720508;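 active = inhibition above the mean of compounds falling within the control limits plus 3 SD of them, cut at about 14% in these data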;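 also: 0% = plate median of compound wells and 100% = 10 µM Aha-Tn7 peptide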
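Assay system: Human clot-derived fibrin DD(E) complex | Buffer or medium: Tris/NaCl/CaCl2 buffer, pH 7.8 | Repeats: One replicate per compound | Benchmarks: Aha-Tn7 high control | Measure: % inhibition scaled between sample-field median and high-control FP | Schedule: 10 min plus 3 h, room temperature | Signal: Fluorescence polarization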
UHRF1 MBD2 ctr: human UHRF1 methylated DNA binding inhibitors; Q96T88; UHRF1 binding to methylated oligo, TR-FRET; inhibition, % at 4.4 µM; 370,000 compounds, 0.75% hits; AID 687016; in the data active = inhibition above about 21%;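 also: UHRF1 SRA domain binding a hemimethylated CpG hairpin DNA probe; 0% = median of test compound wells and 100% = reference inhibitor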
An asterisk follows results filed as active; i = inactive; . = no result given.

#	molecule	Rev-erbA mod	DDE Tn7 FP inh	Tn6 DDE FP	ASAP1 inh	PLC-beta3 inh	sPLA2-III inh	PLC-gamma1 inh	UHRF1 MBD2 ctr	ARFGAP1 inhibitor	KLK7 zymogen act
1	CC1(C)Cc2c(cnn2-c2ccc(F)cc2)C(NC(=O)CCC(F)(F)F)C1 (stereo unspecified)	-4	7	7	7	-2	-2	-3	-2	-8	0.1
2	Cc1ccn2cc(-c3cccc(NC(=O)c4ccccc4)c3)nc2c1	0	0	-8	7	0	-5	-3	-4	12	-0.1
3	CCNC(=S)NC1CC2CCC(C1)N2Cc1ccccc1 (stereo unspecified)	2	-4	4	-5	10	10	9	1	-9	0.6
4	CCCCc1nc2cc(C(=O)N3CCC(O)CC3)ccc2o1	3	2	5	7	-5	4	3	2	1	0.2
5	CCn1c(CCc2ccccc2)nnc1SCC(N)=O	4	-3	-4	6	1	7	4	3	1	0.1
6	CCCSc1ncc(Cl)c(C(=O)Nc2ccc(S(=O)(=O)Nc3ncccn3)cc2)n1	-4	2	5	-2	-6	8	-4	1	-5	-0.4
7	COc1ccc(NC(=O)CCC(=O)Nc2nnc(C3CCCCC3)s2)cc1	2	-6	1	12	-5	4	2	2	10	-0.4
8	C=CCNC(=O)c1onc(CSc2cccc(OCC)c2)c1C(=O)O	-2	6	-7	-13	-1	6	4	-3	-9	-0.3
9	CCOc1ccccc1NC(=O)c1nnn(CC(=O)Nc2ccc3c(c2)OCO3)c1N	1	7	-3	21	-10	-15	-3	-3	3	2.7
10	O=C(c1ccc(=O)n(Cc2ccccc2)n1)N1CCN(C/C=C/c2ccccc2)CC1	-2	-1	-3	-8	1	-3	3	4	0	0.1
11	CCOc1ccc(CCNS(=O)(=O)c2c(C)nc3sccn3c2=O)cc1OCC	0	3	2	0	0	3	3	0	-4	-0.2
12	CCn1c(SCC(=O)c2c[nH]c3ccccc23)nc2cc(S(=O)(=O)N3CCOCC3)ccc21	9	0	5	4	-14	6	-13	5	3	0.0
13	O=S(=O)(NC1CCCC1)c1ccc(F)cc1F	3	1	-1	-13	-3	6	-2	1	-7	0.2
14	COc1ccc(S(=O)(=O)N2CCN(C)CC2)cc1	-2	6	2	-8	-9	1	-2	0	-8	-0.1
15	CC(=O)c1ccc(OCc2cc(C(=O)NC3CCCCC3)no2)cc1	1	3	7	8	-5	8	-5	0	9	-0.3
16	O=C(c1ccccc1F)N1CCN(CC2CC3C=CC2C3)CC1 (stereo unspecified)	1	0	0	-8	-1	-1	4	-2	-14	-0.4
17	Clc1ccc(C2[C@H]3CN(Cc4cccnc4)[C@H](c4ccccc4)C34CC2(c2ccccc2)C4)cn1 (stereo partly specified)	-2	-3	-6	6	0	9	-4	-1	8	-0.6
18	O=C(NS(=O)(=O)c1ccccc1)c1cccc(Br)c1	4	-4	3	-15	-7	0	0	3	-4	0.2
19	COc1ccc(C(CNC(=O)c2cc3c(s2)CCCC3)N2CCOCC2)cc1 (stereo unspecified)	-4	-1	4	-14	-7	-2	2	3	-4	-0.7
20	CSc1ccc(CN2CCC2(C)C(=O)Nc2ccc3c(c2)OCO3)cc1 (stereo unspecified)	8	5	9	-10	1	3	-5	19	0	0.1
21	S=C(NCCCn1ccnc1)NC1CCCCC1	-5	2	0	8	1	12	1	17	2	0.0
22	O=C(O)c1cc(NN=Nc2cccc([N+](=O)[O-])c2)cc([N+](=O)[O-])c1	-3	-2	-6	29*	7	-17	4	-2	48*	-0.6
23	O=C(O)c1ccccc1NN=C1CCCCC1	4	6	4	-9	-1	-5	-7	-3	-6	0.0
24	Cn1c(NC(=O)c2ccc(F)c(F)c2)cc(=O)n(C)c1=O	2	2	9	-4	4	2	0	0	-13	-0.4
25	Cc1cc(NC(=O)C2CCCCC2)n(-c2nc3ccccc3[nH]2)n1	2	2	-5	-14	2	-4	-1	-2	10	-0.3
26	Cc1cc(C)cc(N(CCC#N)C(=O)COC(=O)c2nc3nc(C)cc(C)n3n2)c1	-3	13	-1	-20	0	3	2	-3	-6	-0.2
27	CC(C(=O)OCC(=O)c1ccccc1)N1C(=O)C2C3CCC(C3)C2C1=O (stereo unspecified)	0	1	7	4	2	3	1	-2	-1	-0.1
28	COc1ccc(-c2onc(C)c2-c2cnn(-c3ccccc3)c2)c(O)c1	0	8	1	13	-13	-48	-2	2	-9	-0.4
29	O=C(NCc1ccccn1)c1cccc(S(=O)(=O)Nc2ccc(SC(F)F)cc2)c1	-3	-4	1	-1	-14	-28	1	4	17	0.8
30	COc1ccccc1-c1noc2c1C(=O)N(Cc1cn(-c3ccc(Cl)cc3)nn1)CC2	-4	5	1	6	-1	-11	0	4	-2	0.1
31	CCn1c(SCC(=O)NNC(=O)c2ccc(C)cc2)nnc1C(C)C	1	-7	3	4	2	-1	1	-1	11	0.1
32	Cc1ccc(C)c(N(Cc2cc3ccc(C)cc3[nH]c2=O)C(=O)c2ccco2)c1	5	-5	-2	-6	-9	-3	0	3	-13	0.2
33	CC(=O)c1sc(NC(=O)C2COc3ccccc3O2)nc1C (stereo unspecified)	-5	9	-7	-3	4	4	6	1	3	0.2
34	CN1C(=O)[C@H]2[C@@H](c3ccc(C(F)(F)F)cc3)N[C@]3(CCCN(Cc4ccc(F)cc4)C3=O)[C@H]2C1=O	-5	2	-1	-4	3	-3	1	1	-9	0.7
35	C=CCc1ccc(OCCOc2cccc3cccnc23)c(OC)c1	-4	3	-3	-11	1	-8	8	2	8	-0.1
36	Cc1nccn1CC(=O)c1ccc(O)c(O)c1	-7	2	-1	-5	-1	2	-4	11	-1	-0.2
37	N#Cc1c(-c2ccccc2)c(-c2ccccc2)n[nH]c1=O	-1	-5	6	-7	-43	-17	-25	4	-5	1.6
38	CC1Cc2ccccc2N1C(=O)c1cnc2ccccn2c1=O (stereo unspecified)	1	-8	-9	-2	3	3	3	0	12	0.3
39	CC(C)c1ccc(NC(=S)NNC(=O)C2CC2)cc1	-3	-1	-10	-14	-5	16	-2	-1	-12	0.0
40	CC1CCC2(CC1)NC(=O)N(Cc1nnc(-c3cccs3)o1)C2=O (stereo unspecified)	-3	4	-3	12	-9	3	1	5	11	-0.3
41	CC(SCC(=O)Nc1ccccc1)c1nc2ccccc2c(=O)[nH]1 (stereo unspecified)	-2	-2	7	-7	-6	5	1	0	-3	0.2
42	O=C1/C(=C\c2ccncc2)CCc2ccccc21	-5	-3	2	-6	0	4	1	2	-9	-0.3
43	Cn1c(SCC(=O)Nc2cc(S(=O)(=O)N3CCOCC3)ccc2N2CCOCC2)nnc1-c1ccncc1	-5	-5	6	-24	2	-1	-2	1	-12	0.2
44	Cc1cccc(NC(=O)N(Cc2cc3cc(C)cc(C)c3[nH]c2=O)CC2COCCO2)c1 (stereo unspecified)	-2	5	9	-10	4	1	0	-2	-5	0.2
45	Cc1ccc(NC(=O)CSc2nnc(CNC(=O)c3ccco3)n2C)cc1C	0	1	2	6	0	10	5	1	6	0.1
46	CCN(CC(=O)NCc1ccc(Cl)cc1)C(=O)CSCC(=O)Nc1cccc(C)c1	-8	9	0	3	-4	-3	-3	1	-7	0.6
47	Cc1cc(C)nc(N2CCCC(C(=O)Nc3nnc(C)s3)C2)n1 (stereo unspecified)	-7	2	0	10	4	-1	1	-2	-2	-5.7
48	O=c1cc(-c2ccccc2Cl)oc2c(NS(=O)(=O)c3ccccc3C(F)(F)F)ccc(O)c12	0	-10	-10	-9	-1	-20	3	1	-7	0.1
49	O=C(CN1C(=O)/C(=C2/SC(=S)N(CCS(=O)(=O)O)C2=O)c2ccccc21)Nc1cccc(Br)c1	-2	7	-7	-3	2	-10	2	-1	-19	-0.5
50	CCOC(=O)[C@]12CCCC=C1N(Cc1ccc3c(c1)OCO3)C(=O)[C@H](CC(=O)NCc1ccc(OC)c(OC)c1)C2	-1	-4	2	13	2	-2	2	2	8	0.6
51	CCOC(=O)c1c(C)[nH]c(C)c1C(=O)CSc1nnc(-c2ccco2)n1Cc1ccccc1	0	5	12	7	3	-18	1	-1	6	0.4
52	CCOC(=O)/C(=C\c1cccc(O)c1)c1nc2sc(C)c(C)c2c(=O)[nH]1	3	0	4	9	-6	-59	-5	0	-3	0.1
53	Cc1cc(NC(=O)/C(C#N)=C/c2ccco2)n(-c2ccccc2)n1	4	-3	-8	4	-2	-14	0	-8	-2	-0.1
54	COc1ccc(C2C3=C(CC(C)(C)CC3=O)Oc3ncn(CCCn4ccnc4)c(=N)c32)cc1 (stereo unspecified)	6	6	0	-2	0	-14	0	1	0	0.2
55	CCc1cccc(CC)c1NC(=O)c1cccc(S(=O)(=O)N2CCN(C)CC2)c1	9	-7	-2	13	-6	3	-1	3	0	-0.4
56	COc1ccc2c(c1OC)C(=O)OC2Nc1nc2ccccc2s1 (stereo unspecified)	-5	-9	11	8	-10	1	3	2	8	0.1
57	CCOCc1c(C(=O)OCC(=O)NCc2ccc(F)cc2)oc2ccccc12	-5	2	2	-4	-2	-4	-3	-3	0	-0.2
58	COC(=O)CCCNC(=O)c1ccc(OS(=O)(=O)c2cc([N+](=O)[O-])ccc2C)cc1	-4	3	-12	9	-2	-10	-1	-3	5	0.7
59	COc1ccc(C(=O)NCCc2ccccn2)cc1S(=O)(=O)Nc1ccc(Br)cc1	4	7	6	-14	-5	-8	2	14	7	0.0
60	CCN(CC)C(=O)COc1coc(CN2CCN(Cc3ccccc3)CC2)cc1=O	-1	1	-5	2	-7	7	-1	1	-3	0.8

Two entries drawn at random from the list so far:
#	molecule	Rev-erbA mod	DDE Tn7 FP inh	Tn6 DDE FP	ASAP1 inh	PLC-beta3 inh	sPLA2-III inh	PLC-gamma1 inh	UHRF1 MBD2 ctr	ARFGAP1 inhibitor	KLK7 zymogen act
49	O=C(CN1C(=O)/C(=C2/SC(=S)N(CCS(=O)(=O)O)C2=O)c2ccccc21)Nc1cccc(Br)c1	-2	7	-7	-3	2	-10	2	-1	-19	-0.5
58	COC(=O)CCCNC(=O)c1ccc(OS(=O)(=O)c2cc([N+](=O)[O-])ccc2C)cc1	-4	3	-12	9	-2	-10	-1	-3	5	0.7

Other results follow.
#	molecule	Rev-erbA mod	DDE Tn7 FP inh	Tn6 DDE FP	ASAP1 inh	PLC-beta3 inh	sPLA2-III inh	PLC-gamma1 inh	UHRF1 MBD2 ctr	ARFGAP1 inhibitor	KLK7 zymogen act
61	COC(=O)[C@@H](NC(=O)NC1CCCCC1C)C(C)C (stereo partly specified)	-7	2	-4	1	-2	0	-1	0	4	0.0
62	CCOc1ccc2[nH]c(=O)c(CN(Cc3cccs3)Cc3nnnn3C(C)(C)C)cc2c1	2	6	-2	-5	-4	9	0	3	13	0.3
63	COCc1cc(=O)n2[nH]cc(-c3ccccc3)c2n1	-9	9	1	-1	i	0	i	-1	-7	-5.8
64	C[C@H]1CCCN1c1cccc2c1S(=O)(=O)N(C1CC1)CCCO2	7	-1	7	.	-6	0	-5	0	.	-0.1
65	CCCc1cc(=O)oc2cc(OC(=O)CN3C(=O)NC4(CCCC4)C3=O)ccc12	-11	5	-4	5	i	4	i	-1	-7	62*
